DENV2 CPE rescue: inhibitors of DENV2 cytopathic effect, primary screen, cell-based, plate reader, single concentration. CPE inhibition, % at 9.99 µM. DENV2-infected cells, cytopathic effect rescue. AID 651640, 2012. actives 1.7% (n = 350,000); in the data active means CPE inhibition above about 20%, passing the limit was not always enough; inconclusive means no clear call, values can overlap the other calls; tested in BHK-21 cells;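 further: 0% = median of neutral control wells and 100% = median of positive control wells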
SIRT5 inh: SIRT5 desuccinylase inhibitors, primary screen, biochemical, fluorescence imaging, single point, set 5; actives 1.1% (n = 330,000); NAD-dependent protein deacylase sirtuin-5, mitochondrial (Homo sapiens), Q9NXA8; Purified SirT5, succinyl-peptide AMC, trypsin-coupled fluorescence; inhibition, % at 15 µM; AID 652115, 2013; in the data active means inhibition above about 15%; inconclusive means no clear call, values can overlap the other calls
Target sequence (Q9NXA8 whole entry, looked up): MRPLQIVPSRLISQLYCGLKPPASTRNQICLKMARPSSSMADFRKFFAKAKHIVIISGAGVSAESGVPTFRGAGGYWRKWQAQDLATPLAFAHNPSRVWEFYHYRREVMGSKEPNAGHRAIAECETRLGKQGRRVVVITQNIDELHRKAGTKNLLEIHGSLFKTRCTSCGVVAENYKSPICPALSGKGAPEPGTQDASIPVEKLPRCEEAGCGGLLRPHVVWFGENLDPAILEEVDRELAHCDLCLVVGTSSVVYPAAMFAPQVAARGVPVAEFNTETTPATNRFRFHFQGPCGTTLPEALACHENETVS
ERAP1 HTS inh: human ERAP1 aminopeptidase inhibitors, primary screen, biochemical, single point, plate reader; Endoplasmic reticulum aminopeptidase 1 (Homo sapiens), Q9NZ08; recombinant ERAP1, Leu-AMC fluorescence, 60 min; inhibition, % at 10.7 µM; actives 0.15% (n = 340,000);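 active means mean replicate inhibition of at least 30%, or all replicates individually reaching that 30% level; inactive means mean below 30% and not every replicate reaching it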;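 further: 0% = neutral control wells and 100% = L-leucinethiol positive control wells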
CASP6 VEID inh: human caspase-6 inhibitors, primary screen, biochemical, VEID-R110 fluorescence, single point, set 2. P55212. purified caspase-6, Z-VEID-R110 cleavage fluorescence. inhibition, % at 12.5 µM. actives 0.53% (n = 350,000). AID 686996, 2013;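 active means mean inhibition across replicates at least about 35%, with every replicate also reaching that limit, limit read from the data; inconclusive means only one of the two criteria met; inactive means neither criterion met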;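 further: 0% = median of neutral control wells and 100% = no fluorescence left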
Target sequence (P55212 24-179 limits assumed): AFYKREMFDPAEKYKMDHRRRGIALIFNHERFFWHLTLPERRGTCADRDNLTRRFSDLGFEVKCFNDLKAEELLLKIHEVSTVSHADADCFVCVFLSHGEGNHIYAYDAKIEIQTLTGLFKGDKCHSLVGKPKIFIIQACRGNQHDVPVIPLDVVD
Target sequence (P55212 194-293 limits assumed): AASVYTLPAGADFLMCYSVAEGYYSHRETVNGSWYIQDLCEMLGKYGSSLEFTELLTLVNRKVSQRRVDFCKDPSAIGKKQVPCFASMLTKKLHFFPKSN
miR-122 sensor: miR-122 Renilla sensor signal increase in Huh7, primary screen, miR-122 inhibitor project, cell-based, single point, plate reader. actives 0.3% (n = 340,000). Huh7 miR-122 Renilla luciferase sensor, 48 h; neutral wells = 0, positive control = 100. activation (reporter increase), % at 12.5 µM. AID 602342, 2012;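 active means mean replicate activation score at least 90 and every replicate individually at or above 90; inconclusive means only one of the two criteria met; inactive means neither criterion met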;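 further: higher luciferase means less miR-122 activity so hits act as miR-122 inhibitors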
F508del corr: F508del CFTR correction, initial screen, CFBE line, single point; CFBE cells, YFP halide quenching; stimulated with forskolin plus potentiator P3; % fluorescence drop versus neutral controls; AID 720511, 2013; activity (quench increase), % at 7.58 µM; actives 0.36% (n = 350,000);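 active means mean added fluorescence quench of at least 8% versus neutral control, with both replicates also reaching 8%; inconclusive means only one of the mean or replicate conditions met; inactive means mean below 8% and not both replicates reaching 8%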;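 further: cells transiently co-express mutant CFTR-F508del with the halide-sensitive YFP; corrector assay measuring rescue of mutant channel to the surface after 24 h compound exposure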
ERp5 block: inhibitors of ERp5-driven insulin aggregation, primary screen, biochemical, turbidity, absorbance 650 nm, single point | 90 min | inhibition, % at 9.99 µM | actives 0.05% (n = 350,000);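 active means mean replicate inhibition above about 25%, with every replicate also reaching it, limit read from the data, passing the limit was not always enough; inconclusive means only one of those two criteria met; inactive means neither criterion met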
Target sequence (Q15084 whole entry, looked up): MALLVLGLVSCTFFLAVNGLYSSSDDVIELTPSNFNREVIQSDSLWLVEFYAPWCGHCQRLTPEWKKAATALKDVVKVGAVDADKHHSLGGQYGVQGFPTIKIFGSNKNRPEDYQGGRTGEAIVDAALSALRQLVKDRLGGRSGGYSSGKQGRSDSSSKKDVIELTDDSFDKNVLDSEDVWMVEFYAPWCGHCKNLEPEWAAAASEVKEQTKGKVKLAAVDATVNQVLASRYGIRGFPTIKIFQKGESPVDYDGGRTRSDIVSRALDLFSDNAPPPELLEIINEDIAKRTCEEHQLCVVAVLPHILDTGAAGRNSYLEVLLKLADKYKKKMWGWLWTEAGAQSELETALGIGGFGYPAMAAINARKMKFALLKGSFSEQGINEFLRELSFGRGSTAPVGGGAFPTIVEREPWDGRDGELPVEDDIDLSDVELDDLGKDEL
* marks the source's active call; other numbers are inactive results; ? = inconclusive; nt = no result given; & = joins results of further samples; [ ] = another dose, or the depositor's remark. An unsorted share of the library, and some 4% of all compounds hit somewhere here.

SMILES	DENV2 CPE rescue	SIRT5 inh	ERAP1 HTS inh	CASP6 VEID inh	miR-122 sensor	F508del corr	ERp5 block
Cc1ccc(S(=O)(=O)Nc2ccc3c(c2)C(=O)N([C@H](C)CO)C[C@H](C)[C@@H](CN(C)C(=O)NC(C)C)OCCCC[C@H](C)O3)cc1	0	7	-4	1	4[16.7 µM]	-0.3	-2
O=C(O)CSc1nc2ccccc2c(=O)[nH]1	nt	nt	1	0	-10	nt	-1
Cc1ccc(S(=O)(=O)N(C)C)cc1NC(=O)C1CCCCC1	5	-2	0	4	nt	-1.1	7
O=C(Cn1cc(COC(=O)c2c3ccccc3cc3ccccc23)nn1)c1ccc(O)cc1	-2	nt	nt	0	nt	-0.2	5
Cc1ccc(O)c(NC(=S)NC(=O)C(C)C)c1	-4	0	2	2	82	-0.5	0
O=C(NCCC1CCCCN1S(=O)(=O)c1ccc(F)cc1)C(=O)NCc1ccncc1 (stereo not drawn)	?	13	2	-2	nt	0.3	-1
CC(=O)c1ccc(S(=O)(=O)Nc2ccc(Cl)c(S(=O)(=O)N3CCCC3)c2)cc1	6	2	0	1	nt	-3.2	3
C[C@@H]1CN([C@H](C)CO)C(=O)c2cc(Br)cnc2O[C@H]1CN(C)C	5&-2	-1&5	-1&-4	3&-1	0	2.3&-1.5	-1&-13
CCN1CCN(CC(=O)N2c3ccccc3CC2C)CC1 (stereo not drawn)	0	3	1	-5	-4	-0.5	-8
Cc1c(C)c2ccc(OCC(=O)Nc3ccc(S(N)(=O)=O)cc3)c(C)c2oc1=O	-3	-5	4	2	0	0.6	1
O=C(CSc1nc(C2CC2)n(-c2ccccc2)n1)NCc1ccco1	-4	1	1	1	-3	-4.3	1
Cc1cccc(C)c1NC(=O)NC1CC2CCC(C1)N2Cc1cccs1 (stereo not drawn)	-3	2	-6	-2	-5	-2.5	-2
O=C(NC(=S)NCCC1=CCCCC1)c1ccccc1Br	5	2	3	11	4	-3.9	5
COc1ccc(OC)c2c1cc(C(=O)N[C@@H](C)C(=O)N[C@@H](C(=O)O)c1ccccc1)n2C	2	-10	0	14	nt	1.0	0
CN(C)C(CNC(=O)c1cc2ccccc2o1)c1ccccc1 (stereo not drawn)	0	-2	0	-6	0	-1.9	0
NC(=O)C1CC(=O)N(c2ccc(OCc3ccc([N+](=O)[O-])cc3)cc2)C1 (stereo not drawn)	-2	-2	0	0	nt	1.9	1
NS(=O)(=O)c1cnccc1Nc1cccc(Br)c1	?	-2	3	3	1	1.4	nt
CCCCCC(C)NC(=O)CN1C(=O)NC(C)(c2ccc3ccccc3c2)C1=O (stereo not drawn)	-4	1	-2	6	-9	-1.2	1
OC[C@@H]1[C@@H](c2ccc(C3=CCCC3)cc2)[C@@H]2CN(CCC(F)(F)F)CCCCN12	0	-2	5	-1	-25[16.7 µM]	3.7	-1
CC1(C(=O)NS(=O)(=O)c2ccc(Cl)cc2)CCN1C(=O)Cc1cc(F)ccc1F (stereo not drawn)	-3	0	0	2	-2	-3.7	-4
O=C(NC1CC1)C1=C[C@H](c2csc3ccccc23)C[C@H](OCc2ccc(CO)cc2)O1	-7&-3	-4&-1	1&4	-1&0	nt	-1.4&2.2	5&2
O=C(Nc1cccc2ccccc12)c1nn(C23CC4CC(CC(C4)C2)C3)cc1[N+](=O)[O-]	-7	1	2	-12	13	0.7	-9
COC(=O)Cc1c(C(=O)OC)nnn1-c1cccc(C(F)(F)F)c1	-8	-3	0	2	nt	nt	2
C[C@@H]1CN([C@@H](C)CO)C(=O)c2cc(NS(=O)(=O)c3cn(C)cn3)ccc2O[C@@H](C)CCCCO[C@@H]1CN(C)C(=O)CCCN(C)C	-10	7	0	5	7[16.7 µM]	0.4	-2
CNC(=O)C1CC(=O)N(c2ccc(OCC(=O)Nc3ccc(F)cc3)cc2)C1 (stereo not drawn)	1	0	-45	1	0	0.5	0

An excerpt of these results, with two lines to a compound.
Every second line gives: DENV2 CPE rescue, SIRT5 inh, ERAP1 HTS inh, CASP6 VEID inh, miR-122 sensor, F508del corr, ERp5 block
- OC[C@@H]1[C@@H](c2ccc(C3=CCCC3)cc2)[C@@H]2CN(CCC(F)(F)F)CCCCN12
→ 0, -2, 5, -1, -25[16.7 µM], 3.7, -1
- O=C(Nc1cccc2ccccc12)c1nn(C23CC4CC(CC(C4)C2)C3)cc1[N+](=O)[O-]
→ -7, 1, 2, -12, 13, 0.7, -9
- Cc1c(C)c2ccc(OCC(=O)Nc3ccc(S(N)(=O)=O)cc3)c(C)c2oc1=O
→ -3, -5, 4, 2, 0, 0.6, 1
- CCN1CCN(CC(=O)N2c3ccccc3CC2C)CC1 (stereo not drawn)
→ 0, 3, 1, -5, -4, -0.5, -8
- Cc1ccc(O)c(NC(=S)NC(=O)C(C)C)c1
→ -4, 0, 2, 2, 82, -0.5, 0
- O=C(NCCC1CCCCN1S(=O)(=O)c1ccc(F)cc1)C(=O)NCc1ccncc1 (stereo not drawn)
→ ?, 13, 2, -2, nt, 0.3, -1
- CC1(C(=O)NS(=O)(=O)c2ccc(Cl)cc2)CCN1C(=O)Cc1cc(F)ccc1F (stereo not drawn)
→ -3, 0, 0, 2, -2, -3.7, -4

(continued)
SMILES	DENV2 CPE rescue	SIRT5 inh	ERAP1 HTS inh	CASP6 VEID inh	miR-122 sensor	F508del corr	ERp5 block
COCCCNC(=O)c1cc(Sc2nnc(C)s2)nc2ccccc12	6	-1	2	-1	-6	-0.6	-2
O=C(Cn1nc(-c2ccccc2)oc1=O)OCC(=O)c1ccccc1	-3	-7	2	-1	-11	-4.7	-3
COc1ccccc1-c1ccc([C@H]2[C@@H](CO)N(C(=O)NC(C)C)[C@H]2C#N)cc1	?	1	-3	2	nt	-3.0	2
O=C(Cc1ccc([N+](=O)[O-])cc1)OCc1ccc([N+](=O)[O-])cc1	-3	-4	-1	2	0	0.4	4
COc1ccc(C(C#N)N2CCC(c3ccccc3)=N2)cc1 (stereo not drawn)	-2	-2	1	0	2	nt	3
CCc1nc2c(OCc3cccc(Cl)c3)cccn2c1N(C)C(C)=O	11	-3	0	1	3	0.8	5
COCC#Cc1ccc2c(c1)O[C@@H](CN(C)Cc1ccccc1)[C@H](C)CN([C@@H](C)CO)S2(=O)=O	-2	0	4	6	-6[16.7 µM]	1.6	-1
O=C(COc1ccccc1Cl)N1CCc2ccccc21	11	4	-5	-1	-5	-3.0	9
O=C1NC[C@H](CCCCN2CCN(Cc3ccccc3)C(=O)C2=O)N(CCc2ccccc2)C1=O	10	-3	-2	5	nt	-1.9	-6
Cc1ccc2[nH]c(O)c(N=Nc3ccccc3C)c2c1	0	-8	3	4	6	1.3	-2
CC(=O)c1cccc(NC(=O)C2CCCN(S(=O)(=O)c3cccc4cccnc34)C2)c1 (stereo not drawn)	9	nt	-3	2	3	-1.9	-3
COc1ccc2nc(C)cc(N/N=C/c3ccc(F)cc3)c2c1	-27	3	-1	0	-24	-0.7	1
Cc1cc(=O)nc2c3ccccc3n(CC(=O)NC3CCCCC3)n12	-5	-4	-4	5	4	-0.8	0
C=CCN1CCN(C(c2cccc(OC)c2OC)c2nnnn2CCC(C)C)CC1 (stereo not drawn)	-1	1	nt	-3	nt	0.6	1
CCOC(=O)Nc1ccc2nc(-c3cscn3)[nH]c2c1	-2	nt	-4	-1	5	-0.7	9
CC(C)NC(=O)N(C)C[C@@H]1Oc2c(NC(=O)c3nc4ccccc4s3)cccc2C(=O)N([C@H](C)CO)C[C@H]1C	-9	0	2	0	-1[16.7 µM]	-1.0	-8
CCCCOCCCNCc1cccn1CCN1CCOCC1	-4	-1	-6	-16	-1	0.6	1
Cc1ccn2cc(C(=O)NCc3ccco3)nc2c1	1	-9	nt	-3	nt	-3.1	-4
Cc1ccc(C(=O)C(C)OC(=O)c2cc3cc([N+](=O)[O-])ccc3oc2=O)cc1 (stereo not drawn)	-3	2	0	0	nt	-1.6	-5
CCCC#Cc1ccc2c(c1)O[C@@H](CN(C)C(=O)C1CC1)[C@H](C)CN([C@H](C)CO)S2(=O)=O	3	-1	-2	1	37[16.7 µM]	0.7	4
CC(C)CC#Cc1cnc2c(c1)C(=O)N([C@@H](C)CO)C[C@@H](C)[C@@H](CN(C)C(=O)c1ccc3c(c1)OCO3)O2	1	3	-1	-1	-7[16.7 µM]	-0.8	-4
CC(Cc1cnccn1)NC(=O)c1cc(COc2ccc(F)cc2F)on1 (stereo not drawn)	-2	-4	1	1	0	-0.6	2
C#CCOc1ccc(/C=C2/C(=O)ON=C2C)cc1Br	2	2	-5	24	-10	-1.0	2
COc1ccc(/C=N/NC(=O)c2ccco2)cc1COc1ccc(F)cc1	14	2	0	4	-2	-1.1	-5
COc1cccc(CNC(=O)C[C@@H]2C=C[C@@H](NC(=O)C3CCOCC3)[C@H](CO)O2)c1	5	-5	-1	0	nt	3.6	4

(cont.)
SMILES	DENV2 CPE rescue	SIRT5 inh	ERAP1 HTS inh	CASP6 VEID inh	miR-122 sensor	F508del corr	ERp5 block
COc1cccc(CC2(CO)CCCN(Cc3ccc(C)s3)C2)c1 (stereo not drawn)	0	-4	-4	2	nt	1.2	0
Cc1ccc(S(=O)(=O)N(C)C)cc1NC(=O)COC(=O)Cc1cccs1	7	-3	2	1	14	-0.5	7
C[C@H]1CN([C@@H](C)CO)C(=O)c2cc(NC(=O)NC3CCCCC3)ccc2O[C@@H]1CN(C)C(=O)Nc1cccc2ccccc12	-3	3	2	1	1[16.7 µM]	-2.5	0
CC(C)c1ccc(NC(=O)NCc2ccccn2)cc1	-7	-7	1	1	6	-0.9	7
O=C(Nc1ccccc1)Nc1scc2c1c(=O)oc1ccccc12	-5	-3	-3	3	nt	0.4	1
CC(C)(C)[S@](=O)N1Cc2cc(C(=O)NCC(F)(F)F)nc(-c3cccc(-c4cccc(F)c4)c3)c2[C@@H]1CCO	?	1	-5	-5	nt	1.7	3
C[C@H](NC(=O)C[C@@H]1CC[C@@H](NC(=O)C2CC2)[C@H](CO)O1)c1ccccc1	-2	-3	1	2	nt	-1.5	1
CCc1nc2ccccc2nc1N1CCN(S(=O)(=O)c2ccccc2)CC1	4	-6	-1	2	4	-0.4	1
O=C(CNc1ccccc1OC(F)F)N1CCc2ccccc21	1	-4	5	0	nt	nt	-4
COc1ccc(NC(=O)N(C)C[C@@H]2Oc3c(NS(=O)(=O)c4ccc(Cl)cc4)cccc3C(=O)N([C@@H](C)CO)C[C@H]2C)cc1	3	2	3	-1	-4[16.7 µM]	-0.4	-1
CCS(=O)(=O)Nc1ccc2c(c1)C(=O)N(C)[C@@H]1CC[C@H](CC(=O)N[C@H]3CCN(Cc4ccccc4)C3)O[C@H]1CO2	-3	0	-3	-4	nt	nt	2
C=CCn1c(=O)n(CC=C)c(=O)n(CC=C)c1=O	3	nt	5	-2	nt	0.6	4
CN(Cc1cccnc1)Cc1cn(C)nc1-c1cccc(Cl)c1	6	-10	nt	-3	nt	0.7	-2
Cc1ccc(-c2csc(NC(=O)c3cccc([N+](=O)[O-])c3C(=O)O)n2)cc1	4	-2	-2	0	-10	5.6	-2

Not a retest: two of the compounds above.
SMILES	DENV2 CPE rescue	SIRT5 inh	ERAP1 HTS inh	CASP6 VEID inh	miR-122 sensor	F508del corr	ERp5 block
COc1cccc(CC2(CO)CCCN(Cc3ccc(C)s3)C2)c1 (stereo not drawn)	0	-4	-4	2	nt	1.2	0
Cc1ccc(S(=O)(=O)N(C)C)cc1NC(=O)COC(=O)Cc1cccs1	7	-3	2	1	14	-0.5	7

Bioassay records from PubChem BioAssay.
